Screening data deposited in PubChem BioAssay by National Center for Advancing Translational Sciences (NCATS).
CCT modulator: High-Throughput Screening for Modulators of Cytosolic Chaperonin Activity. purified chaperonin ATPase assay, HTRF ADP detection, 30 min. AID 651819, 2012. activity change, % (concentration not given with the values), hits read low. hit rate 0.3% among 360,000; in the data active = activity change below about -30%; note: % is set by controls: 0 for no effect and ±100 for the full control effect
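First, chaperonin was dispensed at 40 nM or 20 nM final depending on batch activity. Next, compounds were pinned at 76 uM and ATP added at 10 uM. After 30 min at 37 °C, ADP detection reagents ran 30 min at ambient temperature.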
PI5P4K alpha inh: qHTS for Inhibitors of phosphatidylinositol 5-phosphate 4-kinase (PI5P4K). AID 652105, 2013. hit rate 1.2% among 330,000. Phosphatidylinositol 5-phosphate 4-kinase type-2 alpha (Homo sapiens), P48426. PI5P4Kalpha enzyme, ADP-Glo luminescence, 60 min; active compounds read low. max response, %; active = max response of -50% or lower; inconclusive = between -30% and -50%; inactive = -30% or higher; note: value at the top dose of about 77 µM; % is set by controls: 0 for no effect and ±100 for the full control effect
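Single end-point luminescence (ADP-Glo) quantified ADP from PI5P4Kalpha turnover; ATP 5 microM final, 1 h at RT, 0.1% CHAPS and 0.28 mM EGTA in HEPES pH 7.4.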
IL2 activator: qHTS of IL-2 Activators | hit rate 0.065% among 360,000 | activation, % (series mostly up to about 46 µM) | AID 652025, 2013 | IL-2 activation reporter assay, cell-based qHTS; stimulated with anti-CD3/CD4/CD28 beads; in transgenic mouse T cells; in the data active = activation above about 50%; inconclusive = mostly about 30% to 49%; note: 0% is about no effect
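Readout: EGFP and DsRed signals by fluorescent plate cytometry. Unstimulated transgenic mouse T cells received compound 60 min before antibody-bead stimulation, then incubated 18 h at 37 degrees C.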
EPAC2 agonist: qHTS for Agonist of cAMP-regulated guanine nucleotide exchange factor 4 (EPAC2): primary screen; AID 720711, 2013; hit rate 0.079% among 360,000; Potency, µM (series often up to 154 µM), without a hit: top-dose activation, actives largely listed as activators; EPAC2 activation, biochemical qHTS; response scale: 100% = 6.5 mM cAMP response; Rap guanine nucleotide exchange factor 4 (Homo sapiens), Q8WZA2; note: potency is the fitted concentration of half-maximal effect; nearly all actives have a fitted effect of over 50% in size
Target sequence (Q8WZA2 whole entry, looked up): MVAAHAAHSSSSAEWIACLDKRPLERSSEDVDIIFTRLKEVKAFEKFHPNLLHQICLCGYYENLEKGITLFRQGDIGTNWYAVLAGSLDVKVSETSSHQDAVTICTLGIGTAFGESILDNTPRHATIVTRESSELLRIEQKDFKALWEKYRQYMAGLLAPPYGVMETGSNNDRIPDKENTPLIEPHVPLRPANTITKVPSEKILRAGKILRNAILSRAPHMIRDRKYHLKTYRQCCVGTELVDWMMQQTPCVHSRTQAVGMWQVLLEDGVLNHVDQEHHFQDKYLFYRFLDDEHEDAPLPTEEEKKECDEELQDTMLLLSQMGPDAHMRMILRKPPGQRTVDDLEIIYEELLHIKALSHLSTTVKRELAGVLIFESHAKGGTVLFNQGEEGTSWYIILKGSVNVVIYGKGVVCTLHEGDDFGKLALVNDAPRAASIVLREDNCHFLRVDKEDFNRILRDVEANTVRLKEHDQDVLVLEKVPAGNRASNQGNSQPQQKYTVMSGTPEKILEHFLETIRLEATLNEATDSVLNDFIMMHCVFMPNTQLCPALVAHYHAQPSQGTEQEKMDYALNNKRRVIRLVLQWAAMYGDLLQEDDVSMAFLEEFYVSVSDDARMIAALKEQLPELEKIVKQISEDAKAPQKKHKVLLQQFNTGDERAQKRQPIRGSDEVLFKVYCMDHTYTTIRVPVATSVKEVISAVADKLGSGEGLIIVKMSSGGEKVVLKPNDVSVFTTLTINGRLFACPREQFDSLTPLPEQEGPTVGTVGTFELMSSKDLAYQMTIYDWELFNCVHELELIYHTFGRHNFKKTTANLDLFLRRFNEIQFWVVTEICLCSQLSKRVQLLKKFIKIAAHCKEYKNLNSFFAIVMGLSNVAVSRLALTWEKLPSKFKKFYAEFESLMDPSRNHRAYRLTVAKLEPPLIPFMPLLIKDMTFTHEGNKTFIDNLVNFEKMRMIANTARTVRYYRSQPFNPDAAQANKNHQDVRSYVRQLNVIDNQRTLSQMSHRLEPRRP
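Guanine nucleotide exchange by EPAC2 is measured as reduced fluorescence of BODIPY-GDP once it is released from 250 nM Rap1B. Plates are read kinetically for 30 min at room temperature; results are scaled to 6.5 mM cAMP.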
PLK1 PBD block: qHTS for Inhibitors of PLK1-PDB (polo-like kinase 1 - polo-box domain): Primary Screen; hit rate 2.8% among 360,000; Plk1 PBD binding of FITC phosphopeptide, fluorescence polarization; Potency, µM, for the others: max response, negative = inhibition, actives largely listed as inhibitors; Serine/threonine-protein kinase PLK1 (Homo sapiens), P53350; AID 720504, 2013; note: potency is the fitted concentration of half-maximal effect; series mostly up to about 57 µM; % is set by controls: 0 for no effect and ±100 for the full control effect; nearly all actives have a fitted effect of over 65% in size
EPAC1 ag: qHTS for Agonist of cAMP-regulated guanine nucleotide exchange factor 3 (EPAC1): primary screen; EPAC1 agonist qHTS, biochemical assay; response scale: 100% = response to 6.5 mM cAMP; Potency, µM (titrated, usually from 154 µM), without a hit: at the highest dose activation, actives largely listed as activators; hit rate 0.073% among 360,000; note: potency is the fitted concentration of half-maximal effect; nearly all actives have a fitted effect of over 60% in size
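Compounds were pinned as a concentration titration into mixtures of EPAC1 (100 nM), BODIPY-GDP-loaded Rap1B (250 nM) and GDP (50 uM). After 5 min at room temperature, fluorescence was followed for 30 min; activity was scaled to 6.5 mM cAMP.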
EPAC1 antag: qHTS for Antagonist of cAMP-regulated guanine nucleotide exchange factor 3 (EPAC1): primary screen; Rap guanine nucleotide exchange factor 3 (Homo sapiens), O95398; EPAC1 GEF assay, Rap1b-BODIPY-GDP exchange fluorescence; Potency, µM (doses to about 115 µM), inactives show at the top dose activity change, negative = inhibition, usual class: inhibitors; hit rate 0.14% among 360,000;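 note: potency is the fitted concentration of half-maximal effect; plate controls were vehicle for no effect and positive control for full effect; nearly all actives have a fitted effect of over 50% in size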
WRN inhibitor: qHTS for Inhibitors of WRN Helicase; Bifunctional 3'-5' exonuclease/ATP-dependent helicase WRN (Homo sapiens), Q14191; hit rate 0.46% among 360,000; WRN helicase unwinding, fluorescent forked duplex, kinetic; AID 651768, 2012; Potency, µM (doses to about 114 µM), inactives show at the top dose activity change, negative = inhibition, actives largely listed as inhibitors; note: potency is the fitted concentration of half-maximal effect; % is set by controls: 0 for no effect and ±100 for the full control effect; nearly all actives have a fitted effect of over 55% in size
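Screening of the MLSMR collection measured strand separation of a quenched forked DNA duplex (100 nM) by 20 nM WRN with 2 mM ATP, all final. Compounds were preincubated with enzyme 15 min at room temperature.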
The depositor's hits bear a star; ? = inconclusive; . = not tested or not shown; [ ] = remark or other dose. Unless noted, calls come from the whole dose curve; as a rule, active = well fitted curve in the direction sought with a large enough effect; inconclusive = small, poorly fitted or top-dose-only effect, or another doubt; inactive = no such curve, though single readings can be large; an effect the other way counts as inactive or inconclusive. Some of the compounds tested; the hit share may differ from the screen's.

no.	structure	WRN inhibitor	PLK1 PBD block	EPAC2 agonist	EPAC1 antag	PI5P4K alpha inh	CCT modulator	IL2 activator	EPAC1 ag
1	Cc1ccc2nc(Nc3nc(CSc4nnc(C)s4)cc(=O)[nH]3)nc(C)c2c1	3%[11.6 µM]	-11%	-3%	3%	-4	-2.0	-0.3	5%
2	CC1CCN(S(=O)(=O)CCNC(=O)c2ccc(F)cc2)CC1	0%	-6%	3%	-3%	5	0.6	-1.9	7%
3	Cc1cc(C)n(-c2nc3ccccc3n3c(C)nnc23)n1	4%	-2%	-5%	6%	0	-2.6	-2.5	7%
4	CCN(CC)S(=O)(=O)c1ccc2oc(SCC3CN=C(c4ccc(OC)cc4)S3)nc2c1 (stereo not given)	-13%	-23%	1%	7%	-2	0.3	-0.9	15%
5	Cc1ccc(/C=N/NC(=O)C(C)Oc2cccc3ccccc23)o1 (stereo not given)	-14%	-19%	6%	-8%	?	1.3	2.1	7%
6	COCc1cc(/C=N\NC(=O)Cc2ccc(Cl)cc2)ccc1OC	9%	-13%	-5%	-25%	-3	-1.2	-2.8	-12%
7	C[C@H](CO)N1C[C@H](C)[C@@H](CN(C)CC2CC2)Oc2c(NS(=O)(=O)c3ccc(F)cc3)cccc2C1=O	-8%	-7%	-6%	-7%	7	0.1	-0.4	4%
8	O=C1C2ON(c3ccccc3)C(c3ccncc3)C2C(=O)N1c1ccc(N2CCOCC2)cc1 (stereo not given)	3%	-13%	-2%	2%	3	-0.4	0.4	-5%
9	Nc1nc(SCc2ccccc2)c2ncn(C3OC(CO)C(O)C3O)c2n1 (stereo not given)	11%	-8%	5%	-1%	4	-2.3	-0.1	0%
10	CCOc1cccc2cc(C(=O)Nc3cc(C)on3)c(=O)oc12	-3%	1%	10%	9%	.	-1.0	-3.2	5%
11	CCN(CC(=O)Nc1ccc2c(c1)OCCO2)C(=O)c1cc(S(=O)(=O)N2CCOCC2)ccc1F	-6%	-1%	7%	-12%	5	-2.7	-3.4	-2%
12	Cc1cccc(-c2cccc(NC(=O)C3CCCN(Cc4cccnc4)C3)c2)c1 (stereo not given)	-15%	-7%	5%	?	3	-0.7	-2.5	8%
13	CC(C)C(=O)Nc1nnc(CCc2ccccc2)s1	1%	-14%	-1%	0%	-51*	-1.1	0.5	13%
14	CCOC(=O)c1[nH]c(C)c(C(=O)OCCOc2cccc(C)c2)c1C	-33%	-7%	-6%	-16%	22	-1.3	-0.1	-3%
15	Cc1nc2ccccc2nc1CC(O)(c1ccccc1)c1ccccc1	-7%	-16%	7%	-2%	21	-0.3	-2.4	7%
16	O=C(CNC(=S)NC(=O)c1cccs1)c1ccccc1	-20%	2%	22%	?	16	-3.2	-2.3	18%
17	N=c1sccn1CC(=O)N1CCc2ccccc21	-2%	0%	4%	9%	1	-1.5	2.6	-1%
18	O=C(Nc1ccc(-c2cscn2)cc1)C1CCCN(Cc2ccc(CO)o2)C1 (stereo not given)	?	-12%	2%	6%	5	-4.0	-1.4	6%
19	Cc1ccc(S(=O)(=O)N2CCOCC2)cc1C(=O)Nc1nc(-c2cccnc2)cs1	-17%[57.1 µM]	4%	13%	5%	.	-1.3	-3.5	8%
20	CCN1C(=O)[C@H]2[C@@H](c3ccc(-c4cccc(Cl)c4)cc3)N[C@@](Cc3ccccc3)(C(=O)OC)[C@H]2C1=O	-6%	-7%	9%	-5%	2	-3.4	0.6	12%
21	O=C(CCNS(=O)(=O)c1ccc(Br)cc1)NNC(=O)C1COc2ccccc2O1 (stereo not given)	-27%	-16%	1%	-12%	7	0.3	-0.6	-10%
22	COc1ccc(CNC(=O)COC(=O)CCN2C(=O)C3CC=CCC3C2=O)cc1OC (stereo not given)	-1%	-5%	4%	-11%	3	-1.3	0.3	-4%
23	Cc1ccc(-c2nnc(-c3ccc(NC(=O)Cc4cccs4)cc3)o2)cc1	-12%	-10%	5%	-26%	.	-1.8	-0.5	1%
24	CCC(CC)CN1CCN=C1N(C)C	3%	-3%	5%	1%	3	0.0	-1.9	1%
25	CCCCNC(=S)N(CCN(C)C)Cc1cc2cc3c(cc2[nH]c1=O)OCCO3	12%	-7%	1%	-21%	1	-1.6	-3.3	-1%
26	Cc1sc2nc(C(C)C)nc(SCC(=O)NCc3ccco3)c2c1C	-12%	?	2%	1%	.	-4.1	-1.7	11%
27	Fc1ccc(NC(=S)N2CCc3ccccc3C2)c(F)c1	2%	1%	-5%	6%	-7	-1.8	-1.6	-7%
28	Cc1ccc(Cl)cc1N(CC(=O)N1CCOCC1)S(C)(=O)=O	6%	5%	4%	-3%	2	-0.6	-0.2	0%
29	Cc1cc(N/N=C/c2ccccc2O)nc(N2CCOCC2)n1	-21%	-5%	4%	-21%	1	0.0	-3.1	-6%
30	Cc1ccc(NC(=O)C(=O)NCC2CCCN2S(=O)(=O)c2cccs2)cc1C (stereo not given)	-5%	-1%	3%	-10%	3	-0.8	-0.8	12%

Sorted by heavy-atom count (low to high): seven of the compounds above.
no.	structure	WRN inhibitor	PLK1 PBD block	EPAC2 agonist	EPAC1 antag	PI5P4K alpha inh	CCT modulator	IL2 activator	EPAC1 ag
17	N=c1sccn1CC(=O)N1CCc2ccccc21	-2%	0%	4%	9%	1	-1.5	2.6	-1%
27	Fc1ccc(NC(=S)N2CCc3ccccc3C2)c(F)c1	2%	1%	-5%	6%	-7	-1.8	-1.6	-7%
28	Cc1ccc(Cl)cc1N(CC(=O)N1CCOCC1)S(C)(=O)=O	6%	5%	4%	-3%	2	-0.6	-0.2	0%
6	COCc1cc(/C=N\NC(=O)Cc2ccc(Cl)cc2)ccc1OC	9%	-13%	-5%	-25%	-3	-1.2	-2.8	-12%
9	Nc1nc(SCc2ccccc2)c2ncn(C3OC(CO)C(O)C3O)c2n1 (stereo not given)	11%	-8%	5%	-1%	4	-2.3	-0.1	0%
12	Cc1cccc(-c2cccc(NC(=O)C3CCCN(Cc4cccnc4)C3)c2)c1 (stereo not given)	-15%	-7%	5%	?	3	-0.7	-2.5	8%
19	Cc1ccc(S(=O)(=O)N2CCOCC2)cc1C(=O)Nc1nc(-c2cccnc2)cs1	-17%[57.1 µM]	4%	13%	5%	.	-1.3	-3.5	8%

Next part
no.	structure	WRN inhibitor	PLK1 PBD block	EPAC2 agonist	EPAC1 antag	PI5P4K alpha inh	CCT modulator	IL2 activator	EPAC1 ag
31	CCOC(=O)c1ccccc1NC(=O)COC(=O)C1CCCC1	-11%	-6%	4%	-8%	4	-0.2	0.8	5%
32	Cc1cn([C@H]2C[C@H](O)[C@@H](CNCc3ccccc3OCCCN3CCOCC3)O2)c(=O)[nH]c1=O	-9%	3%	12%	3%	9	1.6	-1.0	2%
33	Nn1c(SCC(=O)NCc2ccccc2)nnc1C1CC1	0%	-24%	6%	19%	.	-0.3	-0.1	6%
34	O=S(=O)(NCc1cn2ccsc2n1)c1ccc2c(c1)OCCO2	3%	0%	15%[15.6 µM]	10%	-3	-5.4	-0.6	-1%
35	CC(NS(=O)(=O)c1ccc2[nH]c(=O)c(=O)[nH]c2c1)C(=O)O (stereo not given)	-11%	4%	5%	13%	-4	-2.0	1.6	-4%
36	Cc1ccc(Cl)c2c1NC(=O)C2=O	3%	-14%	5%	-17%	6	-0.5	-2.6	7%
37	Cc1ccc(C(=O)NCCSC(C)(C)C)cc1[N+](=O)[O-]	-6%	-9%	1%	2%	3	-0.6	-1.6	-3%
38	COc1ccc(CCN2CC(C(=O)OC(C)C(=O)Nc3ccc(NC(C)=O)cc3)CC2=O)cc1OC (stereo not given)	?	-3%	-5%	4%	-5	-3.1	-1.2	13%
39	O=C(CNC(=O)c1ccccc1)NCC(=O)OCC(=O)c1ccccc1Cl	8%	-1%	7%	23%	3	0.6	-1.5	5%
40	Cc1ccc(C(C)C)c(OC(=O)/C=C/c2ccccc2)c1	-21%	1%	3%	-7%	.	2.8	-1.9	-2%
41	Cc1cccc(NC(=S)NCCc2ccccn2)c1	?	6%	6%	-3%	-4	-0.6	-4.6	-12%
42	Cc1cc(Br)c2c(c1)[C@](O)(c1cn(C)c3ccccc13)C(=O)N2C	-4%	1%	5%	-8%	5	.	0.5	3%
43	CC(C)(C)c1ccc(C(=O)NNC(=O)c2ccncc2)cc1	5%	-4%	11%	-13%	0	0.1	1.8	16%
44	CCN(CC(=O)Nc1c(F)cccc1F)C(=O)CN1C(=O)c2ccccc2C1=O	8%	-3%	6%	2%	-3	-1.2	-3.5	1%
45	CCOc1ccc(N2CC(C(=O)Nc3ccc(S(=O)(=O)Nc4nccs4)cc3)CC2=O)cc1 (stereo not given)	-8%	-2%	3%	-7%	1	-3.7	-0.7	-4%
46	Cn1cc(Br)c(NS(=O)(=O)c2ccc(Cl)s2)n1	-2%	-7%	10%	-12%	1	-2.1	-0.6	10%
47	Cc1ccc(S(=O)(=O)N2CCN(C(=O)Cc3sc(C)nc3-c3ccc(F)cc3)CC2)c(C)c1	-6%	1%	0%	-7%	-3	-1.7	-3.5	10%
